Screening data (PubChem)
BL2 CD40 inh: inhibitors of CD40-induced NF-kB signaling, primary screen, BL2 cells, luciferase reporter, single point. CD40L-induced, 4 h. inhibition, % at 10 µM. 0.94% of 83,000 active;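 active means mean inhibition of at least 50% with a set share of replicates also reaching that level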;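 further: 0% = neutral control wells and 100% = IKK inhibitor VII at 50 µM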
Numbers without * were called inactive; & = joins results of further samples; [ ] = remark or other dose.

SMILES | BL2 CD40 inh
O=c1c2ccccc2[nH]c(=S)n1CCN1CCC(=C(c2ccc(F)cc2)c2ccc(F)cc2)CC1 | -15[25 µM]
Cc1cc2ncn(C(=O)c3ccc4c(c3)OCO4)c2cc1C | -73
C[C@H](O)C#Cc1ccc([C@H]2[C@@H](CO)N3CCCCN(CC4CC4)C[C@H]23)cc1 | -20[25 µM]
Cc1ccc(C)c(S(=O)(=O)N2CCN(CC(=O)Nc3cc(C)on3)CC2)c1 | 3
O=C1C2C3C=CC(O3)C2C(=O)N1N=Cc1ccc2c(c1)OCO2 (stereo not drawn) | -48
CC(=O)Cc1nsc(NC(=O)c2ccccc2Cl)n1 | -7
COc1ccc(NC(=O)COC(=O)c2ccc(O)cc2)c([N+](=O)[O-])c1 | 7
CN1C(=O)c2cc(NC(=O)C3CCOCC3)ccc2OC[C@H]2O[C@H](CC(=O)NCC3CCCCC3)CC[C@@H]21 | -1[25 µM]
CCOC(=O)c1ccc(NC(=O)NC2=NCCS2)cc1 | -56
CC1CC(C)CN(c2ccc(-n3cnnn3)cc2[N+](=O)[O-])C1 (stereo not drawn) | -8
Cc1ccc(S(=O)(=O)N2CCC(C(=O)OCC(=O)N(C)C3CCCCC3)CC2)cc1C | 3
Nc1c(CNCc2nnn(Cc3ccccc3)c2N)nnn1Cc1ccccc1 | 5
CC(Sc1ccc(S(=O)(=O)N2CCCC2)cn1)C(N)=O (stereo not drawn) | 20
O=C(O)CCCCCNS(=O)(=O)/C=C/c1ccccc1 | 10
Nc1ccc2c(c1)C(=O)CCC2 | 16
COc1ccccc1CN1CC[C@@H]2[C@H]1c1cc(-c3cccc(F)c3)ccc1N[C@@H]2CO | 0[25 µM]
O=C(Nc1ccc2c(c1)OCO2)C1CCN(Cc2cc3c(cc2O)OCO3)CC1 | -7
O=C(O)C1C2C=CC(C2)C1C(=O)Nc1nccs1 (stereo not drawn) | 1
C[C@H](O)C#Cc1cnc2c(c1)C(=O)N([C@@H](C)CO)C[C@@H](C)[C@@H](CN(C)Cc1cccc(C(=O)O)c1)O2 | 7[25 µM]
CC12CN3CC(C)(CN(C1)C3c1ccc(Br)cc1O)C2 (stereo not drawn) | 2

The closing 3 compounds of the section above lead into the next.
SMILES | BL2 CD40 inh
O=C(O)C1C2C=CC(C2)C1C(=O)Nc1nccs1 (stereo not drawn) | 1
C[C@H](O)C#Cc1cnc2c(c1)C(=O)N([C@@H](C)CO)C[C@@H](C)[C@@H](CN(C)Cc1cccc(C(=O)O)c1)O2 | 7[25 µM]
CC12CN3CC(C)(CN(C1)C3c1ccc(Br)cc1O)C2 (stereo not drawn) | 2
N#C[C@H]1N[C@H](CO)[C@H]1c1ccc(-c2ccccc2F)cc1 | -33[25 µM]
CCC(C)[C@H](NC(=O)NCc1ccco1)C(=O)OC (stereo partly drawn) | 6
O=C(O)c1ccccc1CSC1=NCCS1 | 4
Nc1nc(=S)c2ncn(C3OC(CO)CC3O)c2[nH]1 (stereo not drawn) | -7
CCc1cc2ccccc2nc1Cl | 6
C[C@H]1CN([C@@H](C)CO)C(=O)c2c(c3ccccc3n2C)-c2ccccc2CO[C@@H]1CN(C)C(=O)Nc1cccc(F)c1 | 2
Cc1cc(C)n(-c2nc3nonc3nc2-n2nc(C)cc2C)n1 | 0
N#CC(=C(O)CN1CCN(c2ccccc2F)CC1)c1nc(-c2ccc(Cl)cc2)cs1 | 0
CCN(CC(=O)Nc1ccccc1C(F)(F)F)C(=O)c1cc(S(=O)(=O)N2CCCCCC2)ccc1OC | 15
O=C(CC12CC3CC(CC(C3)C1)C2)NC1CC1 | -12
CO[C@H](CN(C)Cc1cc(F)ccc1F)[C@H](C)CN([C@H](C)CO)S(=O)(=O)c1ccc(F)cc1 | 7
CCCNC(=O)N1CC(=O)N2[C@H](CO)[C@@H](c3ccc(C#CCC4CCCC4)cc3)[C@@H]2C1 | 8[25 µM]
O=C(C[C@H]1C[C@@H]2c3cc(NC(=O)C4CCOCC4)ccc3O[C@@H]2[C@H](CO)O1)NCc1ccc(Oc2ccccc2)cc1 | -6[25 µM]
O=C(Cn1cc[n+](Cc2ccccc2)c1)c1ccc([N+](=O)[O-])cc1 | 13
Cc1ccc(S(=O)(=O)Nc2ccc(N3CCOCC3)cc2)cc1 | -11
O=[N+]([O-])c1cccc(-c2nnc(C34CC5CC(CC(C5)C3)C4)o2)c1 | 1
Cc1ccc(S(=O)(=O)N2CCN(C(=O)COC(=O)c3ccc(Cl)nc3)CC2)c(C)c1 | 17
CC1=NN(C(=O)c2csc(C)c2C)C(O)(C(F)(F)F)C1 (stereo not drawn) | 2
CC(=O)Nc1nc2ccccc2[nH]1 | 0
CC(C)OCCCNC(=O)Nc1cccc2ccccc12 | 2
N#C[C@H]1[C@@H](c2ccccc2-c2ccccc2)[C@@H](CO)N1C(=O)Cc1ccccc1 | 4[25 µM]
CC1CCC2(CC1)NC(=O)N(NC(=O)c1ccc(OC(C)C)cc1)C2=O (stereo not drawn) | -5
CC(NC(=O)c1cccs1)C(c1cccs1)N1CCN(Cc2ccccc2)CC1 (stereo not drawn) | 12
C[C@H](CO)N1C[C@H](C)[C@H](CN(C)S(=O)(=O)c2cccs2)OCc2ccccc2-c2ccccc2C1=O | -3[25 µM]
COCCNc1oc(-c2ccco2)nc1S(=O)(=O)c1ccccc1 | 1
O=S(=O)(c1ccc(Cl)cc1)N1CCC2(CC1)OCCO2 | 7
Cc1ccc(-n2nnnc2SCC(=O)NNC(=O)c2ccc([N+](=O)[O-])cc2)cc1 | 0
CN(Cc1ccc(OCC(O)CN2CCCCC2)cc1)Cc1ccnc2ccccc12 (stereo not drawn) | 22
COc1ccccc1CNC(=O)C[C@H]1C=C[C@@H](NC(=O)CC2CC2)[C@@H](CO)O1 | -2[25 µM]
CN(C)S(=O)(=O)c1ccc(N2CCCC2)c(C(=O)NNC(=O)c2ccc(F)cc2)c1 | 11
Cn1c(=NC(=O)c2cccc([N+](=O)[O-])c2)sc2ccccc21 | -114
CCCC(=O)Nc1ccc2c(c1)C(=O)N(C)C[C@@H](OC)[C@H](C)CN(Cc1ccc(F)cc1)[C@@H](C)CO2 | 7[25 µM]
Cc1cc(C)c2nc(N3CCC(C(=O)NCc4ccccn4)CC3)sc2c1 | -7
CCOC(=O)c1ccccc1NC(=O)CC(C)CC(=O)O (stereo not drawn) | 4
CC(C)(C)CC(=O)Nc1ccc(S(=O)(=O)N2CCCC2)cc1 | 4
CN(C)S(=O)(=O)c1ccc(C(=O)OCC2CC2(Cl)Cl)cc1 (stereo not drawn) | 2
O=C(NC1CC(=O)N(c2ccc3c(c2)OCCO3)C1)N1CCCCC1 (stereo not drawn) | 34
C[C@H]1CN([C@@H](C)CO)C(=O)c2cccc(NC(=O)c3nc4ccccc4s3)c2O[C@H]1CN(C)Cc1ccc(C(F)(F)F)cc1 | -1[25 µM]
COc1ccc(NC(=O)OCC(C)C)cc1OC | -16
CCC(=O)Nc1cc(C(=O)NCC2CCCN2CC)c(OC)cc1N(C)C (stereo not drawn) | 10
N#C[C@H]1[C@H](c2ccc(-c3ccccc3F)cc2)[C@H](CO)N1C(=O)C1CC1 | -15
O=C(CSc1nnc(Cc2ccccc2)o1)c1cc(F)ccc1F | 1
O=C(c1ccccc1)c1ccc(OCC(O)CNCc2ccc(F)cc2)cc1 (stereo not drawn) | 10
CC(=O)Nc1cccc(-c2ccnc3c2CC(C)(C(=O)NCC2CC2)O3)c1 (stereo not drawn) | -6
CC12CCC(=O)N1C(C(=O)Nc1nc(-c3ccccc3)cs1)CS2 (stereo not drawn) | -1
COc1ccc(C/C(C)=N\NC(=O)c2c[nH]c3ccccc23)cc1OC | -12
O=C(COC(=O)c1cc(S(=O)(=O)N2CCOCC2)ccc1F)Nc1cc([N+](=O)[O-])ccc1F | -8
Cc1csc(NC(=O)C2CCCN(S(=O)(=O)c3cnc[nH]3)C2)n1 (stereo not drawn) | 9
C[C@@H]1CN([C@@H](C)CO)C(=O)c2cc(-c3ccc(F)cc3)cnc2O[C@H]1CN(C)S(C)(=O)=O | -2[25 µM]
CCOc1ccc(-n2c(-c3ccccc3)c[n+]3c2CCC3)cc1 | 19

Laid out differently: two of the compounds above.
| mol | BL2 CD40 inh |
| --- | --- |
| CC(=O)Nc1cccc(-c2ccnc3c2CC(C)(C(=O)NCC2CC2)O3)c1 (stereo not drawn) | -6 |
| CC12CCC(=O)N1C(C(=O)Nc1nc(-c3ccccc3)cs1)CS2 (stereo not drawn) | -1 |

Back to the main list with the 7 entries that preceded the break.
SMILES | BL2 CD40 inh
CC(=O)Nc1cccc(-c2ccnc3c2CC(C)(C(=O)NCC2CC2)O3)c1 (stereo not drawn) | -6
CC12CCC(=O)N1C(C(=O)Nc1nc(-c3ccccc3)cs1)CS2 (stereo not drawn) | -1
COc1ccc(C/C(C)=N\NC(=O)c2c[nH]c3ccccc23)cc1OC | -12
O=C(COC(=O)c1cc(S(=O)(=O)N2CCOCC2)ccc1F)Nc1cc([N+](=O)[O-])ccc1F | -8
Cc1csc(NC(=O)C2CCCN(S(=O)(=O)c3cnc[nH]3)C2)n1 (stereo not drawn) | 9
C[C@@H]1CN([C@@H](C)CO)C(=O)c2cc(-c3ccc(F)cc3)cnc2O[C@H]1CN(C)S(C)(=O)=O | -2[25 µM]
CCOc1ccc(-n2c(-c3ccccc3)c[n+]3c2CCC3)cc1 | 19
Cc1cc(C)cc(NC(=O)COC(=O)CN=C2NS(=O)(=O)c3ccccc32)c1 | 14
Cc1ccc(S(=O)(=O)Nc2ccc3c(c2)CC(=O)N([C@H](C)CO)C[C@@H](C)[C@H](CN(C)S(=O)(=O)c2ccccc2)O3)cc1 | -3[25 µM]
COc1ccc(-c2ccc([C@H]3[C@@H](C#N)N(C(=O)c4cccnc4)[C@@H]3CO)cc2)cc1 | 42
CC(C)(C)C(=O)Nc1cccc(-c2nc3ccccc3c(=O)o2)c1 | 1
O=C(Nc1ccc(F)cc1)C(NC1CCCCC1)c1ccccc1 (stereo not drawn) | -3
C[C@]12CC[C@@H]3c4ccc(O)cc4C(=O)C[C@H]3[C@@H]1CC[C@@H]2O | 2&1
CC1(C)CC(NC(=O)N2c3ccccc3Sc3ccccc32)CC(C)(C)N1 | -3
C[C@H]1CN([C@@H](C)CO)C(=O)CCCn2nncc2CO[C@H]1CN(C)C(=O)Nc1cccc(F)c1 | 7[25 µM]
c1ccc(-c2cc3c(-n4cccc4)ncnc3o2)cc1 | -54
O=C(C[C@H]1C=C[C@@H](NC(=O)Cc2cccnc2)[C@H](CO)O1)NCc1ccc2c(c1)OCO2 | 0[25 µM]
CCc1c(C)sc(NC(=O)c2cc(C)on2)c1C#N | -65
CCCNC(=O)C[C@H]1CC[C@@H]2[C@H](COC[C@@H](O)CN2C(=O)Nc2ccc(Cl)c(Cl)c2)O1 | 2[25 µM]
C[C@@H]1CN([C@H](C)CO)C(=O)c2ccccc2-c2ccccc2CO[C@@H]1CN(C)S(=O)(=O)c1ccc(C#N)cc1 | 1
Cn1cc(CN2CCN(CCO)CC2)c(-c2ccc(Oc3ccccc3)cc2)n1 | 10
C(=C\c1ccc(C2[C@@H]3CN(Cc4cccnc4)C[C@H]2N3)cc1)/c1ccccc1 (stereo partly drawn) | -14&-41[25 µM]
Cc1oc(-c2cc(F)ccc2F)nc1CN1CCN(c2cnccn2)CC1 | 7
O=C(COC(=O)CC1CCCC1)Nc1ccc(Cl)cc1 | -9
O=C(c1cccc(F)c1)N1C[C@@H]2[C@H](c3ccccc31)[C@@H](CO)N2C(=O)C1CCCC1 | 2
CC(=O)c1ccc(OCC(=O)Nc2ccc(N3CCCCC3)cc2)cc1 | -4
O=C(c1ccccc1)c1ccc(OCCCN2CCCC2)cc1 | -2
OC1CCCN(Cc2ccc3ccc4cccc5ccc2c3c45)C1 (stereo not drawn) | -114
C=CCNC(=S)N/N=C(\C)c1ccc(-n2ccnc2)cc1 | -23
O=C(Nc1cccc(-c2ccc(N3CCOCC3)nn2)c1)c1cccc(Cl)c1 | 0
COc1ccc(S(=O)(=O)NCCSCc2cccs2)cc1 | 3
COc1ccccc1NC(=O)N(C)C[C@@H]1OCc2ccccc2-c2c(n(C)c3ccccc23)C(=O)N([C@H](C)CO)C[C@H]1C | 6
O=C(O)CCCN1C(=O)C2C3CCC(C3)C2C1=O (stereo not drawn) | 7
C[C@H]1CN([C@@H](C)CO)C(=O)c2cc(C3=CCCCC3)cnc2O[C@@H]1CN(C)C(=O)Cc1ccccc1 | 4[25 µM]
O=C(c1cccnc1)N1CC(=O)N2[C@H](CO)[C@@H](c3ccc(-c4ccccc4F)cc3)[C@@H]2C1 | 2[25 µM]
Cc1cc(C)n(Cc2cc(C(=O)O)c3ccccc3n2)n1 | 4
O=C(COC(=O)c1ccccn1)Nc1cccnc1Cl | 5
O=C(O)CC(C(=O)O)c1cn(Cc2ccccc2)c2ccccc12 (stereo not drawn) | 12
Cc1c(NC(=O)CSc2nncn2-c2ccccc2)c(=O)n(-c2ccccc2)n1C | 5
O=c1[nH]c2ccccc2c(O)c1Cc1ccccc1 | 7
COc1ccccc1C=NN1C(=O)CSC1=S | -4
O=C(COC(=O)CCC1CCCC1)Nc1ccccc1Sc1ccccc1 | 2
C[C@H]1CN([C@@H](C)CO)C(=O)CCCn2nncc2CO[C@H]1CN(C)S(=O)(=O)c1ccc(Oc2ccccc2)nc1 | 2[25 µM]
O=C(C[C@@H]1C[C@H]2c3cc(NC(=O)Cc4ccncc4)ccc3O[C@H]2[C@@H](CO)O1)NCCN1CCCCC1 | -1[25 µM]
CCOc1cc(C(=O)NC)cc(OCC)c1OCC | 7
O=C(Nc1ccccc1F)N[C@H]1CC[C@H](CCNC(=O)C2CCCC2)O[C@H]1CO | -7
Cc1ncc([N+](=O)[O-])n1CCO | 6
O=[N+]([O-])c1ccc(S(=O)(=O)NN=Cc2ccc3c(c2)OCO3)cc1 | 4
c1ccc(N2CCN(C3CC4CCC3C4)CC2)cc1 (stereo not drawn) | -3
CC(=O)N1CC2(NC(=O)c3ccccc3N2)c2ccccc21 (stereo not drawn) | 19
O=C(OCC(O)C(O)COC(=O)c1ccccc1)c1ccccc1 (stereo not drawn) | 12

Not all compounds are listed; the hit share may differ from the screen's.
